GLP1R cytotox – cytotoxicity in counter-screen for GLP-1R inverse agonists; Potency, µM (titrated, usually from 38.3 µM), without a hit: top-dose activity change, negative = inhibition, usual class: inhibitors; 410,000 tested, 0.13% active; HEK293 cAMP-luciferase reporter cells, luminescence, 24 h;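 note: loss of luciferase light is scored as toxicity; % is set by controls: 0 for no effect and ±100 for the full control effect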
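Compound-treated cells are incubated 24 hr at 37 deg C under 5% CO2 after a 12 hour attachment period, then luciferase detection reagent is added and luminescence is measured following 12 min at room temperature; lowered signal indicates toxicity.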
KB-3-1 tox – KB-3-1 parental cell cytotoxicity; KB-3-1 viability, CellTiter-Glo ATP luminescence, 72 h; Potency, µM (doses to about 46.1 µM), for the others: at the highest dose activity change, negative = cytotoxic, hits mostly cytotoxic; 400,000 tested, 1.4% active; AID 1347075; note: % is set by controls: 0 for no effect and ±100 for the full control effect; nearly all actives have a fitted effect of over 60% in size
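Screening of KB-3-1 cells (DMEM, 10% FBS, phenol-red free) ran from lowest to highest compound concentration; after 72 h at 37 °C viability was read luminescently and curves fitted.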
GLP-1R inv ag – inverse agonists of human GLP-1 receptor; P43220; HEK293 GLP-1R CRE-luciferase, luminescence, 24 h; GLP-1R form is constitutively active; Potency, µM (highest dose often 38.3 µM), inactives show at the top dose activity change, negative = inhibition, hits mostly inhibitors; 410,000 tested, 1.6% active; AID 624417; note: % is set by controls: 0 for no effect and ±100 for the full control effect; nearly all actives have a fitted effect of over 55% in size
Target sequence (P43220 whole entry, looked up): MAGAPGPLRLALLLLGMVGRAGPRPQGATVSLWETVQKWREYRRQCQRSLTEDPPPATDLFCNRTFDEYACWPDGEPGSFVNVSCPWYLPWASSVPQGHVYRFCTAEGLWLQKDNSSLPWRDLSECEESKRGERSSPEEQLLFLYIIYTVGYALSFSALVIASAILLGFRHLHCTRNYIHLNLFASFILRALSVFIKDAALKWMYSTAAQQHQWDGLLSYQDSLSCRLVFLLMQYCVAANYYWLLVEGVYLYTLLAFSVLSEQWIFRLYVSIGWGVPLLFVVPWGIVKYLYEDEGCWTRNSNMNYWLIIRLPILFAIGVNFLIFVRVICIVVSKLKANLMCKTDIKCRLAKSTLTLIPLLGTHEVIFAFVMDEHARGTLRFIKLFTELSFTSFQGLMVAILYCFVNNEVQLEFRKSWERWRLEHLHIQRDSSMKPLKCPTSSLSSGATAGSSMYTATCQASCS
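Assay principle: reduced luminescence from a cAMP-responsive reporter in HEK293 cells co-expressing a constitutively active GLP-1R. Conditions: 24 hr compound incubation, 37 deg C, 5% CO2.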
HT1080-NT tox – kills 2HG-producing HT-1080-NT fibrosarcoma cells | HT-1080-NT fibrosarcoma viability, CellTiter-Glo ATP luminescence, 48 h | Potency, µM (doses to about 46.1 µM), inactives show at the top dose activity, negative = less viability, actives largely listed as cytotoxic | 360,000 tested, 1.6% active | AID 686970;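 note: NT is the 2HG producing partner of a matched IDH1 knockdown line; 0% = DMSO-treated cells and -100% = media-only wells without cells; nearly all actives have a fitted effect of over 55% in size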
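Read-out is CellTiter-Glo luminescence after 10 minutes at room temperature, following 48 hours' compound treatment of HT-1080-NT cells (750 cells/well, RPMI, 5% FBS, 37 degrees C).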
HT1080 IDH1KD tx – kills HT-1080 cells with IDH1 knockdown; HT-1080 IDH1 knockdown viability, ATP luminescence, 48 h; Potency, µM (highest dose often 46.1 µM), inactives show at the highest dose activity, negative = toxicity, hits mostly cytotoxic; 360,000 tested, 2% active; AID 686971;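 note: 0% = DMSO wells and -100% = cell-free medium wells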
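Assay cells: HT-1080 with IDH1 knockdown, 750 per well, RPMI/5% FBS. Exposure: 48 h at 37 °C following 2 h pre-incubation. Read: CellTiter-Glo luminescence; fitted concentration-response, curve class assigned.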
TDP-43 yeast inh – rescues yeast growth from TDP-43 toxicity | TDP-43 expressing yeast growth rescue, BacTiter-Glo, 24 h | Potency, µM (highest dose often 46.1 µM), for the others: at the highest dose growth rescue (activation), actives largely listed as activators | 410,000 tested, 1.8% active; note: % of control where 0% means no effect; nearly all actives have a fitted effect of over 50% in size
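Yeast expressing TDP-43 (pregrown in raffinose, seeded at OD600=0.02 in galactose medium) exposed to compounds 24 hr at 30 deg C. Growth read by BacTiter-Glo luminescence; rescue of toxicity appears as increased signal.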
KB-V1 cytotox – KB-V1 MDR subline cytotoxicity | KB-V1 MDR cells viability, CellTiter-Glo, 72 h | Potency, µM (series often up to 46.1 µM), without a hit: top-dose activity change, negative = cytotoxicity, actives largely listed as cytotoxic | 400,000 tested, 3.4% active | AID 1347076; note: % is set by controls: 0 for no effect and ±100 for the full control effect; nearly all actives have a fitted effect of over 60% in size
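Compound-treated KB-V1 multidrug-resistant cells, 72 h, 37 degrees C; viability by CellTiter-Glo. Fitted qHTS curves give the values.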
GLP1R ag – activates the human GLP-1 receptor. Potency, µM (series often up to 45.6 µM), for inactives: at the highest dose activation, hits mostly activators. HEK293 GLP-1R CRE-luciferase, luminescence, 4-6 h; cells express a hypersensitive GLP-1R form. 380,000 tested, 0.007% active. AID 624172; note: % of control where 0% means no effect
SW480 rereplic – DNA re-replication induction in SW480 cells | SW480 DNA re-replication, Hoechst DNA content imaging, 48 h | Potency, µM (titrated, usually from 46.1 µM), inactives show at the highest dose re-replication activation, actives largely listed as activators | 340,000 tested, 1.8% active | AID 624297; note: % of control where 0% means no effect; nearly all actives have a fitted effect of over 55% in size
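250 cells/well; 23 nL cpd via pin tool; 48 hr, 37 C, 5% CO2; Hoechst 40 min; imager read of total nuclear intensity, ex 405/em 500-530 nm.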
The depositor's hits bear a star; ? = inconclusive; / = no result given; & = joins results of further samples; [ ] = remark or other dose. Calls come from the whole dose curve; as a rule, active = well fitted curve in the direction sought with a large enough effect; inconclusive = small, poorly fitted or top-dose-only effect, or another doubt; inactive = no such curve, though single readings can be large; an effect the other way counts as inactive or inconclusive. Potency is the fitted concentration of half-maximal effect. Compounds as they come; about 9.4% have a hit in one of these screens.

The first 10 entries, to show the layout:
Each structure is followed by: HT1080-NT tox	SW480 rereplic	TDP-43 yeast inh	GLP1R cytotox	GLP1R ag	KB-V1 cytotox	HT1080 IDH1KD tx	KB-3-1 tox	GLP-1R inv ag
1	COc1ccc(C2=NN(c3nc(C)cc(C)n3)C(=O)C2)cc1
 : -8%	-13%	11%[9.22 µM]	-4%	4%	?	-14%	-2%	19%
2	Cn1c(=O)c2c(nc(N3CCc4ccccc4C3)n2Cc2ccccc2F)n(C)c1=O
 : 0%	0%[9.22 µM]	4%	-2%	-5%	?	-1%	?	?
3	CCN(CC)C(=O)C1=C(C)N(CCCOC)C(=O)C(CC(=O)NCCCCc2ccccc2)C1 (stereo not drawn)
 : 6%	/	25%	3%	2%	0%	3%	-3%	6%
4	Cc1nc2c(C(=O)Nc3ccc(N4CCCC(O)C4)cc3)snc2c(=O)[nH]1 (stereo not drawn)
 : 8%	-3%	-10%	-11%	2%	-1%	-1%	?	53%[activator]
5	COc1cc(C(c2c(C)[nH][nH]c2=O)c2c(C)[nH][nH]c2=O)cc([N+](=O)[O-])c1O
 : 2%	-1%	-17%	9%	0%	9%	25%	6%	4%
6	COc1cccc(N2CCN(C(=O)c3ccc(CS(=O)c4ccc(Cl)cc4)o3)CC2)c1 (stereo not drawn)
 : ?	?	-3%	-30%	-2%	?	1.8µM*	8.2µM*	?
7	Cc1ccc(Cn2c(O)c(N=NC(=S)Nc3ccccc3F)c3cc(S(=O)(=O)N4CCOCC4)ccc32)cc1
 : -12%	/	21%	-24%	0%	?	-12%	0%	20%
8	CC1CC(C)CN(C(=O)COC(=O)COc2ccc(C#N)cc2)C1 (stereo not drawn)
 : -2%	-11%	-1%	1%	-1%	32%	-4%	8%	8%
9	COCC(C)NC(=O)c1nn(Cc2ccccc2)c(=O)c2ccccc12 (stereo not drawn)
 : 10%	-2%	?	7%	10%	-24%	3%	0%	-5%
10	Oc1ccccc1C1=NN(c2ccccc2)C(c2ccc(F)cc2)C1 (stereo not drawn)
 : -9%	?	-9%	102%[activator]	8%	-2%	-6%	-4%	?

All compounds of this part, from the first entry:
Each structure is followed by: HT1080-NT tox	SW480 rereplic	TDP-43 yeast inh	GLP1R cytotox	GLP1R ag	KB-V1 cytotox	HT1080 IDH1KD tx	KB-3-1 tox	GLP-1R inv ag
1	COc1ccc(C2=NN(c3nc(C)cc(C)n3)C(=O)C2)cc1
 : -8%	-13%	11%[9.22 µM]	-4%	4%	?	-14%	-2%	19%
2	Cn1c(=O)c2c(nc(N3CCc4ccccc4C3)n2Cc2ccccc2F)n(C)c1=O
 : 0%	0%[9.22 µM]	4%	-2%	-5%	?	-1%	?	?
3	CCN(CC)C(=O)C1=C(C)N(CCCOC)C(=O)C(CC(=O)NCCCCc2ccccc2)C1 (stereo not drawn)
 : 6%	/	25%	3%	2%	0%	3%	-3%	6%
4	Cc1nc2c(C(=O)Nc3ccc(N4CCCC(O)C4)cc3)snc2c(=O)[nH]1 (stereo not drawn)
 : 8%	-3%	-10%	-11%	2%	-1%	-1%	?	53%[activator]
5	COc1cc(C(c2c(C)[nH][nH]c2=O)c2c(C)[nH][nH]c2=O)cc([N+](=O)[O-])c1O
 : 2%	-1%	-17%	9%	0%	9%	25%	6%	4%
6	COc1cccc(N2CCN(C(=O)c3ccc(CS(=O)c4ccc(Cl)cc4)o3)CC2)c1 (stereo not drawn)
 : ?	?	-3%	-30%	-2%	?	1.8µM*	8.2µM*	?
7	Cc1ccc(Cn2c(O)c(N=NC(=S)Nc3ccccc3F)c3cc(S(=O)(=O)N4CCOCC4)ccc32)cc1
 : -12%	/	21%	-24%	0%	?	-12%	0%	20%
8	CC1CC(C)CN(C(=O)COC(=O)COc2ccc(C#N)cc2)C1 (stereo not drawn)
 : -2%	-11%	-1%	1%	-1%	32%	-4%	8%	8%
9	COCC(C)NC(=O)c1nn(Cc2ccccc2)c(=O)c2ccccc12 (stereo not drawn)
 : 10%	-2%	?	7%	10%	-24%	3%	0%	-5%
10	Oc1ccccc1C1=NN(c2ccccc2)C(c2ccc(F)cc2)C1 (stereo not drawn)
 : -9%	?	-9%	102%[activator]	8%	-2%	-6%	-4%	?
11	Cc1cccc(NC(=O)CCc2c(C)nc3ncnn3c2C)n1
 : 13%	-1%	-3%	-2%	-7%	4%	12%	9%	2%
12	O=C(CCSc1ccccc1)NC(=O)COC(=O)c1ccc(OC(F)F)cc1
 : 9%	-5%	?	7%	-5%	?	2%	29%	7%
13	O=C(c1nc2ccc(Cl)cn2c1CN1CCC(O)CC1)N1CCc2ccccc2C1
 : 1%	3%	2%	-5%	5%	7%	-1%	22%	5%
14	Cc1ccc(NC(=O)CC(NCC2CCCO2)C(=O)O)cc1C (stereo not drawn)
 : 8%	1%	-16%[9.22 µM]	10%	2%	17%	9%	17%	7%
15	CCN1CCN(CCC2Oc3cc([N+](=O)[O-])ccc3NC2=O)CC1 (stereo not drawn)
 : -17%	4%	8%	-19%	3%	-4%	-23%	2%	-16%
16	Cc1ccc(S(=O)(=O)NCCS(=O)(=O)N2CCN(c3ccccc3)CC2)cc1
 : 2%	-3%	0%&23%	0%&10%	-7%	-5%	-1%	9%	-21%&-5%
17	COC(=O)c1sc(N)c(C(=O)OC)c1COC(=O)CNS(=O)(=O)c1cccc(C#N)c1
 : -3%	14%	5%	10%	0%	-1%	-1%	-2%	1%
18	C=CCNc1nnc(SC2CC(=O)N(c3ccc(OCCC)cc3)C2=O)s1 (stereo not drawn)
 : ?	?	7%	5%	-17%	?	?	?	-4%
19	CCC(=O)Nc1cc(OC)c(NC(=O)c2ccccc2)cc1OC
 : 19%	-4%	0%	3%	12%	6%	16%	-7%	22%
20	CCCn1nc(C(=O)Nc2nnc(C3CC3)s2)c2ccccc2c1=O
 : -3%	-7%	?	9%	1%	-7%	2%	20%	26%

Remaining list, next part
Each structure is followed by: HT1080-NT tox	SW480 rereplic	TDP-43 yeast inh	GLP1R cytotox	GLP1R ag	KB-V1 cytotox	HT1080 IDH1KD tx	KB-3-1 tox	GLP-1R inv ag
21	CCCNC(=O)c1ccc(Cn2c(SCC(N)=O)nc3ccccc3c2=O)cc1
 : /	/	20%	-3%	17%	?	/	19%	-8%
22	Cn1c(SCC(=O)N2c3ccccc3Sc3ccccc32)nc2ccccc21
 : -5%	?	23%	-2%	3%	?	-3%	0%	?
23	CC1=CC(C)(C)NC(=S)N1C(C)c1ccccc1 (stereo not drawn)
 : 1%	-11%	15%	10µM*	7%	-9%	-1%	-7%	?
24	O=C(O)c1ccccc1-n1c(-c2ccccc2)cc2c1CCCC2=O
 : 5%	-6%	-3%	1%	0%	?	-1%	2%	-1%
25	N#Cc1c(-c2ccccc2F)cc(-c2cccnc2)nc1N
 : 18%	-13%	?	-14%	19%	-6%	12%	22%	108%[activator]
26	Cc1ccc(NC(=O)c2ncn(CCCNCc3ccccn3)n2)cc1C
 : -6%	10%	-13%	2%	2%	0%	-6%	0%	-6%
27	CCS(=O)(=O)N1CCN(C(=O)C(c2ccccc2)c2ccccc2)CC1
 : -5%	-8%	12%	7%	-4%	?	0%	2%	4%
28	COc1cccc(C2CC(c3ccccc3Cl)n3ncnc3N2)c1 (stereo not drawn)
 : -4%	5%	14%	11%	3%	5%	-10%	?	?
29	Cc1nc2scc(-c3cccs3)c2c(=O)n1CC(=O)O
 : 13%	-2%	4%	-2%	0%	0%	26%	3%	15%
30	CCOC(=O)/C(C#N)=C\c1ccco1
 : 2%	-4%	0%	1%	-5%	0%	8%	-2%	3%
31	CCN1C(=O)[C@H]2[C@@H](c3ccc(C(F)(F)F)cc3)N[C@]3(CCCN(Cc4ccc(OC)cc4)C3=O)[C@H]2C1=O
 : 3%	/	?	11%	6%	0%	-1%	-10%	9%
32	CC(=O)OCC(=O)[C@@]1(O)CC[C@H]2[C@@H]3CCC4=CC(=O)CC[C@]4(C)[C@H]3C(=O)C[C@@]21C
 : 10%	-5%	0%	-4%	12%&-1%	1%	13%	0%	-2%
33	CCn1c(SCC(=O)Nc2ncc(C(F)(F)F)cc2Cl)nnc1-c1ccccc1
 : 14%	4%	23%	2%	-3%	-3%	9%	-1%	-5%
34	Cc1nn(C(C)C(=O)Nc2ccccc2Cl)c(=O)c2nn(-c3ccccc3)c(C)c12 (stereo not drawn)
 : -20%	2%	?	-3%	-1%	1%	-18%	0%	?
35	O=C(Nc1ccc(Cl)cc1)C1=Cc2cc(Cl)ccc2OC1
 : 20%	-1%[9.22 µM]	1%	3%	-6%	?	4%	-3%	0%
36	C=C(C)CSc1nnc(CCNC(=O)OC(C)(C)C)o1
 : 4%	-14%	-10%	3%	0%	0%	-13%	-1%	-9%
37	O=[N+]([O-])c1cccc(C2(O)COc3ccccc3O2)c1 (stereo not drawn)
 : 6%	-3%	?	13%	6%	17%	9%	0%	-13%
38	COc1ccc([N+](=O)[O-])cc1NS(=O)(=O)c1ccc(C)cc1
 : 3%	1%	-3%	-31%	-6%	16%	2%	1%	?
39	COCCNC(=O)c1cc(-c2ccncc2)nc2ccc(S(=O)(=O)N3CCOCC3)cc12
 : 3%	-103%[inhibitor]	-7%	6%	8%	17%	1%	2%	13%
40	O=C(Nc1ccc(S(=O)(=O)Nc2ccnn2-c2ccccc2)cc1)C(F)(F)F
 : 8%	-1%	-12%	-1%	-4%	-5%	-1%	-1%	-2%
41	CCOC(=O)CN1NC2(CCCC(C)C2)NC1=S (stereo not drawn)
 : -6%	1%	24%	-19%	-5%	?	-18%	-20%	-16%

Entries of single compounds, looked up by structure. Order of values: HT1080-NT tox	SW480 rereplic	TDP-43 yeast inh	GLP1R cytotox	GLP1R ag	KB-V1 cytotox	HT1080 IDH1KD tx	KB-3-1 tox	GLP-1R inv ag
Record of `COCCNC(=O)c1cc(-c2ccncc2)nc2ccc(S(=O)(=O)N3CCOCC3)cc12` → 3%	-103%[inhibitor]	-7%	6%	8%	17%	1%	2%	13%
Record of `Cc1nc2scc(-c3cccs3)c2c(=O)n1CC(=O)O` → 13%	-2%	4%	-2%	0%	0%	26%	3%	15%

Screening data deposited in PubChem BioAssay by National Center for Advancing Translational Sciences (NCATS).
